Assay outcomes from PubChem BioAssay.
IMPase inh – cell-permeable inhibitors of inositol monophosphatase (IMPase); P97697; CHO-M1 cells, IP1 accumulation, HTRF TR-FRET ratio; inhibition (IP1 accumulation), % at 46.1 µM; 120,000 tested, under 10 active; active = well fitted curve in the direction sought with a large enough effect in the signal ratio, not every such curve was filed as active; inconclusive = small, poorly fitted or top-dose-only effect, or a change in a side signal; inactive = no such curve, though single readings can be large or run the other way; the % refers to the signal ratio;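 also: cells stimulated with carbachol in lithium chloride buffer; plate controls were DMSO basal wells for no effect and reference inhibitor wells for full effect; higher means more IMPase inhibition seen as more IP1 and lower FRET ratio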
Target sequence (P97697 whole entry, looked up): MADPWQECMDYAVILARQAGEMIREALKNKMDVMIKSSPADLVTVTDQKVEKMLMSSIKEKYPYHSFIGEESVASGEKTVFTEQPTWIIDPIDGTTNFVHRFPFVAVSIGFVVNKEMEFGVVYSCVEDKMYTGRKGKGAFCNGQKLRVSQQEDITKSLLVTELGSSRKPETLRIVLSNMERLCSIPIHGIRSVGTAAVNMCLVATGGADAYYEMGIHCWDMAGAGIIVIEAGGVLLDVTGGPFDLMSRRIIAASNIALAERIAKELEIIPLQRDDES
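In this qHTS, compounds (final up to 46 uM) act on CHO-M1 cells that are then activated through the M1 receptor with carbachol, in pH 7.4 buffer containing 50 mM LiCl, for 30 min. IP1 accumulation is quantified by the IP-One immunoassay.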
12-hLO inh – blocks human 12-lipoxygenase activity | purified 12-hLO, xylenol orange hydroperoxide absorbance | Potency, µM (doses to about 57.1 µM), for the others: top-dose activity change, negative = inhibition, usual class: inhibitors | 150,000 tested, 0.12% active; also: potency is read from the fitted curve at half-maximal effect; nearly all actives have a fitted effect of over 55% in size; many of its hits are not listed in these tables
Target sequence (P18054 whole entry, looked up): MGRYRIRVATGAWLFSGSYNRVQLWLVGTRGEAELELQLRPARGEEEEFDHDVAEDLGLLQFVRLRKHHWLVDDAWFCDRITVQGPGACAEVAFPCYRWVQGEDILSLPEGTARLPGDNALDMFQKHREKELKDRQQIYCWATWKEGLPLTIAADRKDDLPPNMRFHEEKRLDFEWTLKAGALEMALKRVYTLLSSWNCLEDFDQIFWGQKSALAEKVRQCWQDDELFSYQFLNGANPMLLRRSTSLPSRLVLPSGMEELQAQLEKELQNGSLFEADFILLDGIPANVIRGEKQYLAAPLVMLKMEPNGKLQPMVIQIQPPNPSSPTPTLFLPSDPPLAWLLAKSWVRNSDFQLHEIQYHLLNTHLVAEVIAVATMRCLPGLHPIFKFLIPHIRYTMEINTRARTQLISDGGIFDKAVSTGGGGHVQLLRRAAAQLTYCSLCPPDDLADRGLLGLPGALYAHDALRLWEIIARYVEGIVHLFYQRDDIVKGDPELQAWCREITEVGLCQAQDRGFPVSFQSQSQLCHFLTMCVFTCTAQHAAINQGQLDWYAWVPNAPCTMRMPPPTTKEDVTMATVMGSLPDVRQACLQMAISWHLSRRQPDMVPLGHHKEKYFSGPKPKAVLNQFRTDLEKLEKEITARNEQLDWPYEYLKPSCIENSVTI
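Purified human 12hLO (150 nM), preincubated 15 min with compound, then 40 uM arachidonic acid for 30 min, room temperature, Hepes pH 7.0 with 0.01% Triton X-100. Hydroperoxide detected by ferrous iron/xylenol orange; 573/405 nm absorbance ratio gives reaction progress.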
15-hLO-2 inh – inhibitors of human 15-lipoxygenase 2 (ALOX15B) | O15296 | purified 15hLO-2, xylenol orange hydroperoxide absorbance | Potency, µM (doses to about 57.1 µM), for the others: top-dose activity change, negative = inhibition, actives largely listed as inhibitors | 110,000 tested, 0.56% active; also: potency is read from the fitted curve at half-maximal effect; nearly all actives have a fitted effect of over 60% in size; many of its hits are not listed in these tables
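Purified human 15hLO-2 (50 nM) preincubated 15 min with compound, then 45 uM arachidonic acid for 90 min at RT in 25 mM Hepes pH 7.5, 0.01% Triton X-100. Hydroperoxide detected by Fe-xylenol orange; 573/405 nm absorbance ratio.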
PNC assembly inh – perinucleolar compartment assembly inhibition; AID 2417; 140,000 tested, 3.1% active; PC3M PTB-GFP, PNC prevalence imaging, 16 h; stronger effect = lower value; activity change (PNC), negative = inhibition, % at 10 µM;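 active = readout at or below -70, meaning at least 70% loss of cells showing the perinucleolar compartment, a nuclear body marking cancer cells; inconclusive = readout between -30 and a set limit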;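 also: plate controls were DMSO wells for no effect and camptothecin positive control wells for full effect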
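Read-out is percentage of cells bearing a perinucleolar compartment, from automated 20x imaging of fixed, Hoechst-stained PC3M PTB-GFP cells. Cells were seeded 4 h, then exposed 16 h to compound (23 nl of library stock) in duplicate plates.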
* marks the source's active call; other numbers are inactive results; ? = inconclusive; / = no result given; & = joins results of further samples; [ ] = another dose, or the depositor's remark. Unless noted, calls follow the shape of the dose curve; as a rule, active = well fitted curve in the direction sought with a large enough effect; inconclusive = small, poorly fitted or top-dose-only effect, or another doubt; inactive = no such curve, though single readings can be large; an effect the other way counts as inactive or inconclusive. Unless noted, % is scaled to controls: 0 for no effect and ±100 for the full control effect. Some of the compounds tested (hit frequency here may not be typical).

Below each compound – IMPase inh, 12-hLO inh, 15-hLO-2 inh, PNC assembly inh
- COc1ccc(NC(=O)CC2Oc3ccc(C)cc3NC2=O)cc1 (stereo not given)
  13, -6%, -1%, ?
- Cc1cccc(-c2nnc(SCC(=O)N3c4ccccc4CCc4ccccc43)n2C)c1
  /, -1%, /, -4
- COC(=O)c1c(C)[nH]c(C(=O)CSc2nnnn2-c2ccccc2)c1C
  4, -1%, 0%, -7
- COc1ccc(OC)c(C(=O)C2COC(=O)C2)c1 (stereo not given)
  3, 1%, -2%, -1
- Cc1ccc(N2OC3C(=O)NC(=O)C3C2c2ccco2)cc1 (stereo not given)
  1, 5%, /, 11
- Cc1ccc(CNC(=O)c2sc3ccc(S(=O)(=O)N4CCCCC4)cc3c2N)cc1
  0, -4%, /, 6
- O=C(Nc1nnc(N2CCCCCC2)s1)c1cc(-c2ccc(Br)cc2)on1
  -3, -3%, /, 0
- COc1cccc(NC(=O)c2cccc(OC)c2OC)c1
  7, -2%, -7%, -18
- Cc1ccc(C(=O)NC(C)c2ccccc2)cc1Br (stereo not given)
  /, -4%, /, ?
- Cc1cccc(OCCCCCNCCO)c1
  14, 8%, 18%, -12
- CCCc1ncc(C(O)(c2ccccc2)c2ccc(C)cc2)n1C (stereo not given)
  /, -6%, /, 1
- Cc1ccc(-n2c(Cl)c(Cl)nc(Cl)c2=O)cc1
  /, -2%, /, ?
- COC(=O)[C@H](C)[C@@H]1C[C@@]1(C)[C@@H](NC(=O)OCc1ccccc1)c1ccccc1
  /, 3%&0%, -4%, 49
- O=C(O)Cc1cccc(OCCCN(Cc2cccc(C(F)(F)F)c2Cl)CC(c2ccccc2)c2ccccc2)c1
  /, -6%[0.00818 µM], ?, /
- O=C(Cc1coc2ccc3ccccc3c12)N1CCc2ccccc21
  8, -4%, -21%, 1
- O=C(Nc1ccc(C2CC2(Cl)Cl)cc1)c1ccccc1Br (stereo not given)
  /, 5%, /, -20
- O=C(Cn1cnc2c(oc3ccccc32)c1=O)NCC1CCCO1 (stereo not given)
  4, -1%, -5%, -2
- O=C(Cn1cc(C(F)(F)F)ccc1=O)N/N=C/c1ccc(Cl)c(Cl)c1
  15, -5%, /, 2
- O=C(NCCO)c1ccc(Cl)cc1
  /, -1%[11.4 µM], -3%[11.4 µM], /
- Cc1cccc(C(=O)NC(NCCc2ccccc2)C(Cl)(Cl)Cl)c1 (stereo not given)
  9, -8%, 6%, -10
- COc1ccc(OCC(=O)Nc2cccc(-c3nc4ccccc4o3)c2)cc1
  -1, 0%, -19%, 35
- CN(C)c1cccc(C(=O)Nc2ccc(N3CCOCC3)cc2)c1
  7, 4%, -1%, ?
- CCOc1ccc(-c2nnc(Nc3ccc(OC)c(C(=O)N4CCCCC4)c3)c3ccccc23)cc1
  4, -2%, /, ?
- Cc1c(NC(=O)c2cc(=O)[nH]c(=O)[nH]2)c(=O)n(-c2ccccc2)n1C
  6, -2%, -1%, 33
- Cc1cc(C(=O)COC(=O)CC2Sc3ccccc3NC2=O)c(C)n1-c1ccc2c(c1)OCO2 (stereo not given)
  /, -1%, /, ?
- COC(=O)COc1ccc(/C=C2/SC(=O)N(CC(=O)N3CCCC3)C2=O)cc1Br
  -2, 1%, -3%, 7
- CC(C)(C)n1ncc2c(=O)n(Cc3c(F)cccc3Cl)cnc21
  10, -5%, 4%, -10
- Cc1ccc(-c2nnn(CC(=O)N(c3cccc(O)c3)C(C(=O)NC(C)(C)C)c3cccs3)n2)o1 (stereo not given)
  -7, -6%, ?, -17
- Nc1ccc2nc(-c3cc(Cl)c(N)c(Cl)c3)[nH]c2c1
  7, -6%, /, ?
- CCNC(=S)NNC(=O)c1cc(-c2ccccc2C)nc2ccccc12
  8, -13%, 33%[activator], 31
- CCCCn1c(CN2CCOCC2)nc2c1c(=O)n(C)c(=O)n2C
  5, 4%, -1%, 19
- Nc1cccc(-c2cc(-c3ccccc3)nc(-c3cccc(N)c3)n2)c1
  /, -7%, /, -112*
- CN(C)CC(C(=O)c1ccccc1)c1ccccc1 (stereo not given)
  9, -4%, 0%[2.29 µM], ?
- Oc1cc(O)cc(/C=C/c2ccc(O)c(O)c2)c1
  /, ?, 4.5µM*, /
- O=c1cc(-c2ccccc2Cl)oc2ccc([N+](=O)[O-])c(O)c12
  /, -12%[0.00818 µM], -29%[0.0915 µM], 43
- O=C(NCCCN1CCOCC1)c1cc(-c2ccccc2)on1
  25, 1%, 19%, ?
- N#CC1=C2SCN(c3ccccc3)CN2C(=O)CC1c1cccs1 (stereo not given)
  -14, ?, 13µM*, -3
- COC(=O)c1cn(NC(=O)c2cccc(N(C)C)c2)c(=O)c2ccccc12
  6, -6%, -6%, -24
- O=C(c1cc(-c2ccccc2)on1)N1CCCC1
  -9, -3%, 5%, 32
- CC1(CC(=O)O)C(=O)N=C2C=CC=CN21 (stereo not given)
  3, -1%, /, ?
- O=C(CCC1CCCC1)N1CCN(S(=O)(=O)Cc2ccccc2)CC1
  -3, 0%, 0%, 2
- Cc1nnc(SCC(=O)N2CC(=O)Nc3ccccc32)n1-c1ccccc1
  5, -3%, -3%, 10
- CO/C=C\C=C/c1nnn(-c2ccc(Cl)cc2)n1
  /, -20%, /, -94*
- COC(=O)[C@@H]1C[C@@]2(O)[C@@H](O)[C@@H](O)[C@@H](O)C[C@H]2N1CC1CCCCC1
  /, -2%, 6%, /
- Cc1ccc(OCC(=O)NC(=S)Nc2cccc(NC(=O)c3ccccc3Cl)c2)cc1
  /, -2%, /, 29
- O=C(CCN1CCOCC1)Nc1cccc(Br)c1
  2, 7%, 6%, 17
- CCOC(=O)c1cc(-c2cccnc2)nn1-c1ccccn1
  -10, -5%, 11%, 11
- COc1ccccc1NC(=O)CSc1nnc(CNC(=O)c2ccco2)o1
  4, -8%, 7%, 39
- COc1ccccc1-c1cc(C(=O)N2CCCCC2)no1
  4, 0%, -7%, -22
- O=C(COc1ccc(Br)cc1CO)Nc1ccccc1F
  10, 0%, 0%, 50
- CC1CCc2sc(C(=O)NCc3ccc(F)cc3)cc2C1 (stereo not given)
  5, -2%, -1%, 15
- CCN1CCN(C(CNC(=O)c2ccc3c(c2)OCO3)c2cccnc2)CC1 (stereo not given)
  5, 0%, /, 3
- CCOC(=O)c1sc(NC(=O)C2CC2)cc1C
  -14, -7%, /, ?
- CCCN1C(=O)/C(=C/c2ccc(N3CCCC3)c(C)c2)NC1=S
  14, -19%, ?, ?
- CCCN(CCC)S(=O)(=O)c1ccc(C(=O)Nc2nc(-c3ccccc3)c(C(=O)OCC)s2)cc1
  -4, -1%, /, -28
- COC(=O)c1ccc(NC(=O)C2CCN(C(=O)c3cc(OC)c(OC)c(OC)c3)CC2)cc1
  -9, -9%, -9%, ?
- COc1cccc(C(=O)Nc2ccc(F)cc2F)c1
  3, 2%, /, ?
- Cc1ccc(-n2ncc3c(=O)n(CC(=O)OCc4ccccc4)cnc32)cc1
  0, -12%, 0%, 0
- CN1CCN(C(=O)C2(NC(=O)NCc3ccccc3)CCCCC2)CC1
  1, 7%, /, 86
- Cc1nn(-c2ccccc2)c(N2CCCC2)c1/C=N/NC(=O)c1cc2ccccc2cc1O
  4, -2%, /, -1

Going on with the list.
Below each compound – IMPase inh, 12-hLO inh, 15-hLO-2 inh, PNC assembly inh
- CCCCS/C(=C(/C#N)C(N)=O)c1cc2c([nH]1)CCCC2
  13, ?, ?, 76
- CC1CCN(CC[C@@H]2CCCN2S(=O)(=O)c2cccc(O)c2)CC1
  12, -6%, 6%, /
- COc1ccccc1CC(=O)Nc1ccccc1C(=O)O
  1, 0%, 7%, ?
- CCOC1(c2ccccc2)OC(=O)c2ccccc21 (stereo not given)
  /, -4%, /, -20
- Brc1ccc(CNCc2cccs2)cc1
  /, 1%, /, 22
- COc1ccc(OC)c(S(=O)(=O)NCc2ccccc2)c1
  -1, 0%, -5%, -15
- CC(C)CCn1c(SCc2ccc(Cl)cc2)nc2c1c(=O)[nH]c(=O)n2C
  2, -15%, -13%, -6
- COn1c(=O)c(-c2cccs2)[n+]([O-])c2ccccc21
  2, -13%, -30%, ?
- CCSC1(SCC)N=C(N)C2(C#N)C(c3ccccc3)NC3=C(CCC3)C12C#N (stereo not given)
  1, 0%, -26%, ?
- COC(=O)CSc1nc2sc3c(c2c(=O)n1-c1ccccc1)CCN(C)C3
  7, 2%, 2%, 20
- CCOc1ncccc1C(=O)Nc1ccccc1C(=O)NCc1ccc2c(c1)OCO2
  ?, -6%, -2%, -26
- O=C(Nc1c(C(=O)O)oc2ccc(Br)cc12)c1ccccc1
  2, -7%, -16%, 31
- CNc1c([N+](=O)[O-])cnn1-c1ccc(Cl)cc1Cl
  6, -3%, -24%, -28
- COC(=O)/C(=C\C(=O)c1ccccc1)Nc1cccc(C(F)(F)F)c1
  -11, -9%, -3%, -13
- N#Cc1cn(-c2ccccc2)nc1-c1ccc2c(c1)OCCO2
  5, 0%, -7%, -100*

Sorted by value in 12-hLO inh (lowest first): three of the compounds above.
compound	12-hLO inh
CNc1c([N+](=O)[O-])cnn1-c1ccc(Cl)cc1Cl	-3%
N#Cc1cn(-c2ccccc2)nc1-c1ccc2c(c1)OCCO2	0%
COC(=O)CSc1nc2sc3c(c2c(=O)n1-c1ccccc1)CCN(C)C3	2%

Continued.
Below each compound – IMPase inh, 12-hLO inh, 15-hLO-2 inh, PNC assembly inh
- Cc1cccc(NC(=S)NCCC(C)C)c1
  /, 5%, /, -5
- O=S(=O)(c1ccc(Cl)cc1)n1c(Cc2ccccc2)nc2ccccc21
  /, -2%, /, -15
- CCCCn1nc(C(=O)NC2=NCCS2)c2ccccc2c1=O
  -12, -2%, 8%, 47
- NC(=O)CC[C@@H]1NC(=O)[C@H](CO)NC(=O)c2cc([N+](=O)[O-])cc(I)c2NCC[C@@H](C(N)=O)NC1=O
  /, -18%, /, -30
- CCOc1ccc(/C=C2\SC(N3CCc4ccccc4C3)=NC2=O)cc1
  /, -1%, /, 14
- O=C(NCc1ccco1)C(c1ccccc1)N(Cc1cccnc1)C(=O)Cn1nnc2ccccc21 (stereo not given)
  4, 2%, -4%, -15
- COc1cc(OC)c(OC)cc1C=NCC1(c2ccccc2)CCCC1
  -6, 2%, 1%, 43
- CN1CCN(S(=O)(=O)c2ccc(N(C)CC(=O)Nc3ccc(F)cc3)nc2)CC1
  -1, -7%, 13%, 46
- CC1CCN(C(=O)CN2C(=O)C(C)(C)Oc3ccc(C(=O)NC4CCCC4)cc32)CC1
  4, -6%, -3%, 42
- Cc1nc2ccc(NC(=O)c3ccc(Cl)s3)cc2s1
  8, 0%, 3%, 11
- CCCCN1CSC(=S)N(Cc2ccccc2)C1
  /, 3%[11.4 µM], -11%[11.4 µM], /
- COc1ccc(OC(C)C(=O)Nc2cccnc2)cc1 (stereo not given)
  8, -1%, 5%, 11
- O=C(CNC(=O)c1ccccc1)OC(C(=O)c1ccccc1)c1ccccc1 (stereo not given)
  -2, -2%, /, ?
- Cc1ccc(NC(=O)CCC(=O)NNC(=O)C(c2ccccc2)c2ccccc2)c(C)c1
  4, 2%, -13%, ?
- CCC1=C(OC(=O)N(CC)CC)N2C(=O)OC(=NCCOC)[C@]2(C)[C@H]2C1=CC[C@H]1C(=O)N(CC(=O)OC)C(=O)[C@H]12
  /, 3%, 16%, /
- CCn1cc(CNC(=O)c2cc(Cl)ccc2OC)c(C)n1
  ?, -9%, -7%, ?
- COC(=O)C1=C(C)NC2=C(C(=O)CC(C)(C)C2)C1c1cccc(C)n1 (stereo not given)
  -4, -8%, -6%, ?
- CC(C(=O)NCc1cccnc1)N1C(=O)c2ccccc2C1=O (stereo not given)
  ?, -3%, /, ?
- C=CCn1c(SCC(=O)Nc2cccc(C(=O)OC)c2)nnc1C(C)NC(=O)c1cccs1 (stereo not given)
  2, -5%, -5%, -23
- CSc1ccccc1NC(=O)Nc1ccc(F)c(Cl)c1
  2, 0%, /, 23
